TROY NFkB inh = inhibitors of TROY-driven NF-kB signaling, primary screen, Q293 LMP1-TROYcd cells, NF-kB luciferase, uHTS; hit rate 0.98% among 360,000; inhibition, % at 10 µM; Q293 LMP1-TROYcd NF-kB luciferase reporter, 4 h;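 active = compounds whose plate-normalised and pattern-corrected inhibition of the luciferase reporter signal at the single screening dose is 50% or more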
TRAIL sens C8 = viability loss with TRAIL in NB7+C8 cells, primary screen, TRAIL sensitizer project, cell-based, ATPlite luminescence. inhibition (viability loss, TRAIL sensitization), % at 10 µM. hit rate 1% among 360,000;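 active = compounds causing at least 50% loss of cell viability in the single-dose screen, relative to plate controls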
SRC1 inh = SRC1 coactivator transcriptional activity inhibitors, primary screen, cell-based, luminescence; HEK293 GAL4-SRC1 luciferase reporter; inhibition, % at 3.6 µM; hit rate 0.12% among 360,000;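 active = inhibition above the campaign mean plus 3 SD, with each screening campaign given its own cutoff, cut at about 60% in these data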;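 note: 0% = DMSO treated cells and 100% = gossypol at 36 µM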
COUP-TFII inh = NR2F2 transcriptional activity inhibitors, primary screen, cell-based, luciferase reporter, HEK293T, luminescence. COUP transcription factor 2 (Homo sapiens), P24468. HEK293T NGFI-A luciferase reporter. inhibition, % at 8.6 µM. hit rate 0.7% among 370,000. AID 686940, 2013;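 active = inhibition above a per-plate cutoff, mean inhibition of test wells between control levels plus 3 SD, cut at about 38% in these data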;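 note: cells cotransfected with COUP-TFII expression vector driving the NGFI-A reporter; 0% = median of COUP-TF2 test wells and 100% = reporter-only cells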
Target sequence (P24468 whole entry, looked up): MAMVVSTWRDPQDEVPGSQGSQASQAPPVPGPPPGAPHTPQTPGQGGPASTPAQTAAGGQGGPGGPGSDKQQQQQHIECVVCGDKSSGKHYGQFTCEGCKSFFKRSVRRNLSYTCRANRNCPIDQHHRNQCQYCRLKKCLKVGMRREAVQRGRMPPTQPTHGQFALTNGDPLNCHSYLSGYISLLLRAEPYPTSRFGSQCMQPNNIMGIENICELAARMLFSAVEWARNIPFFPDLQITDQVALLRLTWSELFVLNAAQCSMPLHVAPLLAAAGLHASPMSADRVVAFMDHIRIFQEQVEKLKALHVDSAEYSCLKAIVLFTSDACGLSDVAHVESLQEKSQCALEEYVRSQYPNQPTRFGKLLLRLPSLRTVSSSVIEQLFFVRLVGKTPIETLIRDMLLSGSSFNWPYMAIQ
NCOA3 inh = SRC3 coactivator transcriptional activity inhibitors, primary screen, cell-based, luminescence; hit rate 0.17% among 360,000; inhibition, % at 3.6 µM; HEK293 GAL4-SRC3 luciferase reporter; Nuclear receptor coactivator 3 (Homo sapiens), Q9Y6Q9;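 active = inhibition above a per-campaign cutoff, the mean of all compounds plus 3 SD, cut at about 60% in these data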;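 note: 0% = DMSO-treated cells and 100% = gossypol-treated cells at 36 µM; higher means less SRC3-driven luciferase light from the GAL4 reporter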
CF NFkB block = inhibitors of PAF-induced NF-kB signaling, primary screen, cell-based, GFP fluorescence, uHTS | AID 588850, 2011 | inhibition, % at 5 µM | KKLEB NF-kB-GFP reporter, GFP fluorescence overnight | hit rate 0.86% among 360,000;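 active = at least 50% inhibition at 5 µM, scaled per plate between neutral and stimulator controls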;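 note: PAF is a Pseudomonas aeruginosa culture filtrate used as stimulus; plate controls were PAF-stimulated DMSO wells for no effect and unstimulated DMSO wells for full effect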
EBV LMP1 NFkB = EBV LMP1-driven NF-kappaB luciferase reporter inhibitors, primary screen, cell-based, luminescence, single point. LMP1-induced NF-kappaB luciferase reporter cells. inhibition, % at 12.5 µM. hit rate 0.69% among 350,000; in the data active = inhibition above about 41%;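 note: 0% = neutral control wells and 100% = reference inhibitor control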
KKLEB cytotox = cytotoxicity in KKLEB CF airway cells, primary screen, cytotoxicity control for CF NF-kB inhibitor project, cell-based, uHTS, fluorescence assay plates; KKLEB CF airway cells viability, ATPlite luminescence, overnight; active compounds read low; cells stimulated with P. aeruginosa culture filtrate; activity change (cytotoxicity), % at 5 µM; hit rate 0.36% among 360,000; AID 602141, 2011;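 active = corrected activity change at or below -50% at 5 µM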
NR5A2 inv ag = LRH-1 (NR5A2) inverse agonists, primary screen, cell-based, luminescence, HEK293T, StAR-luciferase reporter; Nuclear receptor subfamily 5 group A member 2 (Homo sapiens), O00482; LRH-1 transfected, 24 h; inhibition, % at 3.6 µM; hit rate 0.13% among 360,000;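 active = inhibition above the mean inhibition of all tested compounds plus 3 SD, cut at about 73% in these data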;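 note: 0% = DMSO wells and 100% = reporter-only cells lacking LRH-1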
Target sequence (O00482 whole entry, looked up): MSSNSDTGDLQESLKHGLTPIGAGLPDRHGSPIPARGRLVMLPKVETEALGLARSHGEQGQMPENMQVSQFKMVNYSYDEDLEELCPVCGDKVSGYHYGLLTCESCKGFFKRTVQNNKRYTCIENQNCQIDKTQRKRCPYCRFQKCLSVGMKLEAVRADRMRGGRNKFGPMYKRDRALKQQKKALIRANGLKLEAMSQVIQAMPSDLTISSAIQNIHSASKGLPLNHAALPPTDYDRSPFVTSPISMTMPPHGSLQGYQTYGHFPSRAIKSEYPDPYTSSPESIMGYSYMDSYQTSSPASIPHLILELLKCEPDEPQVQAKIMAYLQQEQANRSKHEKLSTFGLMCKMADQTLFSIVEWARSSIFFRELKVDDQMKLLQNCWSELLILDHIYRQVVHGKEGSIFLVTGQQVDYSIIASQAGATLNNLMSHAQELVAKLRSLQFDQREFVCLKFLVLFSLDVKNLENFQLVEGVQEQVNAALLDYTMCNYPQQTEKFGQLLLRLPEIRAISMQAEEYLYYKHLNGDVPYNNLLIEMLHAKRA
SRC2 inh = inhibition of GAL4-SRC2 driven luciferase reporter, primary screen, SRC2 inhibitor project, cell-based, luminescence. HEK293 GAL4-SRC2 luciferase reporter. hit rate 0.17% among 370,000. inhibition, % at 9 µM. AID 651957, 2012;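 active = inhibition above the mean inhibition of all tested compounds plus 3 SD, set per campaign, cut at about 52% in these data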;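 note: 0% = DMSO treated cells and 100% = cells given Gossypol at 36 µM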
TWEAK Fn14 block = inhibitors of TWEAK-Fn14 signaling, primary screen, luciferase reporter cells, uHTS | TWEAK-stimulated Fn14 reporter cells, luciferase luminescence, 8 h | inhibition, % at 10 µM | hit rate 2% among 360,000 | AID 1159606, 2016; in the data active = inhibition above about 50%
* = called active by the depositor; · = not tested or not shown.

SMILES	TROY NFkB inh	TRAIL sens C8	SRC1 inh	COUP-TFII inh	NCOA3 inh	CF NFkB block	EBV LMP1 NFkB	KKLEB cytotox	NR5A2 inv ag	SRC2 inh	TWEAK Fn14 block
CCCCN(S(=O)(=O)c1ccccc1)S(=O)(=O)c1ccccc1	-2	-12	-8	10	12	-1	-4	-10	4	-3	7
OC[C@@H]1CN(Cc2ccc(-c3ccccc3)cc2)C[C@H](n2cnc3c(NC4CC4)ncnc32)O1	17	14	4	33	-9	10	·	-6	19	15	27
CCOc1ccc(Oc2c(/C=N/NC(C)=O)c(C)nn2-c2ccccc2)cc1	-7	22	-4	-10	14	2	2	9	7	4	-20
CCN1CCc2nc3ccccc3c(C(=O)Nc3ccc(NC(C)=O)cc3)c2C1	-10	4	-16	-12	14	0	4	-13	23	-5	13
CCOc1ccc(OCC)c(NC(=O)CCn2cccc2)c1	5	-8	11	-2	17	-16	-1	-7	8	-2	13
Cc1ccc(NC(=S)NCc2ccccc2)c(C)c1	-14	6	3	2	-16	12	-5	3	-25	1	-2
CCOC(=O)c1nn(-c2ccccc2F)c(C)c1C(C)=O	18	1	-8	-6	2	7	-5	3	-18	-32	-5
Cc1ccc(C)c(NC(=O)CSc2nnc(CCNC(=O)OC(C)(C)C)o2)c1	-5	-9	13	-2	6	0	-9	2	46	29	2
Cc1ccc(-c2cc(C(=O)O)n[nH]2)o1	2	5	-4	-7	-2	-1	1	10	9	-20	-10
Cc1ccc(NC(=O)c2ccccc2[N+](=O)[O-])nc1	-10	6	-10	2	0	-1	8	-1	-8	-6	17
CCCS(=O)(=O)N1CCC(C(=O)NC2CCCCC2C)CC1 (centres undefined)	20	1	4	2	5	0	3	3	9	-17	4
CCCOc1ccccc1/C=C1/C(=O)ON=C1C	-14	6	-30	-5	-21	-23	-5	3	-8	-6	2
Cc1ccc(C)c(N2CCN(C(=O)c3cc4ccccc4oc3=O)CC2)c1	-8	11	-22	7	3	-12	-5	11	-3	-16	-1
O=C(CSc1nnc(-c2cccs2)o1)N1CCc2ccccc21	-60	-7	0	-1	6	5	-9	-8	0	-21	-14
Cc1cs/c(=N\N=C2CCCCC2)n1Cc1ccco1	7	-3	-7	2	-5	-11	4	3	-4	3	7
C#CCOCCOCCOCCNc1nc(N2CCN(C(=O)CCCCCCCCCCNC(=O)[C@@H](CCSC)n3cc(CCO)nn3)CC2)nc(N2CCN(C(=O)CCCCCCCCCCNC(=O)[C@H](CCC(=O)O)n3cc(CCCCCN)nn3)CC2)n1	7	-2	-15	·	-13	8	-15	-17	-10	·	-18
O=C(Nc1cccc(-c2cccc(Cl)c2)c1)C1CCN(C2CCC2)CC1	-30	19	8	-3	-3	5	-21	-11	9	21	-46
Cc1noc(C)c1COc1ccc(C(=O)OCC(=O)N2c3ccccc3NC(=O)C2(C)C)cc1	0	9	-31	-10	-6	3	5	-9	-12	14	25
COc1ccc(OCCNC(=O)CCCO)cc1	-10	6	8	9	7	18	2	-3	-3	11	-9
CCOC(=O)Cn1ncc(-c2ccccc2)c1N	3	0	-35	-23	-41	8	-15	-32	-32	-21	-6
COCCNC(=O)CSc1ccccc1C(=O)NC1CCCc2ccccc21 (centres undefined)	4	-2	-10	-2	-28	2	-2	-1	5	-11	-1
CCc1ccc(NC(=O)C2CCN(S(=O)(=O)c3ccc4c(c3)N(C(C)=O)CCO4)CC2)cc1	11	-7	-6	·	2	11	14	14	18	·	17
Cc1sc2nc(-c3ccccn3)[nH]c(=O)c2c1-c1ccccc1	-17	38	-48	-30	-22	-24	33	12	-29	-38	-43
COc1ccc2nc(/N=C/c3c(C)[nH]n(-c4ccc(C)cc4)c3=O)sc2c1	-30	19	-31	14	-12	-27	-3	2	-45	-20	8
Cc1ccc(NC(=O)C2Cc3ccccc3C(=O)O2)cc1 (centres undefined)	-30	4	-34	-24	-55	-21	-9	12	-111	-36	-34
Cn1c(SCC(=O)CC(=O)Nc2ccccc2)nnc1-c1ccc(O)cc1	-52	-8	-4	19	8	-11	0	7	-7	-13	5
Cc1cc2nnc(SCC(=O)NCc3ccco3)n2c2ccccc12	1	9	3	17	13	-3	2	-6	23	-28	7
Cc1[nH]n(-c2ccccc2)c(=O)c1C=Nc1ccc(S(=O)(=O)Nc2nccs2)cc1	6	13	6	-7	7	2	5	0	7	7	13
COCCNc1nc2c(c(=O)n(C)c(=O)n2C)n1CCCc1ccccc1	-3	-4	9	4	0	2	3	4	9	-10	-8
c1ccc2c(N3CCCCC3)ncnc2c1	19	-4	24	12	29	11	14	-3	3	10	14
Cc1ccccc1CC1CCN(CCCNC(=O)Nc2ccccc2)CC1	-8	3	-6	-6	2	-13	-13	-9	-18	0	26
O=c1ccc2ccccc2o1	2	-9	-25	5	-21	2	0	-39	-2	5	6
O=C(COC(=O)c1cn(-c2ccccc2)nc1-c1ccc(F)cc1)Nc1ncc(Cl)cc1Cl	16	-8	-1	7	-2	18	-9	-8	-6	-32	12
CCOC(=O)CN(C(=O)CSc1nnc(COc2ccc(OC)cc2)n1C)c1ccccc1	-7	-8	7	1	25	-6	-1	-3	-10	-3	0
O=C1c2ccccc2C(=O)N1CCCn1c(=O)oc2ccccc21	-41	-8	-9	-21	-23	-7	-5	-3	3	-4	-8
CCOc1ccc(NC(=O)CN2CCc3ccccc3C2)cc1	-20	-15	2	6	-3	16	-1	-17	12	-3	-35
COc1ccc(NC(=O)c2ccccc2OCc2c(C)noc2C)cc1OC	5	-10	-43	-23	5	-12	-1	2	10	-6	-14
O=C(OCc1cn([C@H]2CN(C(=O)c3cccs3)[C@@H](c3ccc(Cl)cc3)C[C@@H]2O)nn1)c1ccccc1	9	8	-2	5	-8	9	-10	-16	10	-13	18
CCOc1ccccc1C(=O)Nc1cccc(-c2ccc3nncn3n2)c1	-6	5	8	-5	-13	-9	12	3	7	11	-13
COCCCNC(=O)C[C@H]1C[C@H](C(=O)N(C(C)C)C(C)C)[C@@]2(C)c3[nH]c4cc(CCC(=O)N(C)C)ccc4c3CCN2C1=O	1	14	-2	-10	-33	13	-4	3	10	17	7
COc1ccc(C(=O)N2CCc3cc(OC)c(OC)cc3C2c2ccc(OC)c(OC)c2)cc1 (centres undefined)	-1	-5	-12	1	11	7	7	-15	6	-13	-16
Cc1ccc(OCCn2c(CCNC(=O)C(C)C)nc3ccccc32)cc1	5	-8	-3	-5	1	-36	0	-4	8	-16	12
O=C(NCCc1nc2ccccc2[nH]1)/C(=C/c1ccco1)NC(=O)c1ccccc1Br	-5	8	-25	-3	-3	-7	10	6	10	-1	12
COc1ccc([N+](=O)[O-])cc1NC(=O)CSc1ncccn1	5	-13	-2	3	14	7	-2	-9	-6	7	-13
Cc1c(Cl)cccc1NC(CC(=O)c1ccccc1)C(=O)O (centres undefined)	-49	-2	-9	-12	-5	13	-12	-2	-7	-32	-13
Cc1ccccc1OCC(=O)Nc1cccc(Cl)c1C	-7	1	-59	-5	-15	-9	13	4	-15	-4	-24
O=C(CSC1=NC2(CCCCCC2)N=C1c1ccccc1)Nc1ccc2c(c1)OCCO2	15	2	19	-9	-2	-22	-8	-1	47	-14	28
C/C(=N\NC(=O)CSc1nc2nc(C)cc(C)n2n1)c1ccccc1	-12	-19	3	-5	1	6	-6	0	-14	9	-14
COc1cc(C)c(CNc2cccc(C)c2)cc1C	-2	7	-1	10	5	-2	4	7	22	10	1
COc1ccc(-c2sc3ccc(N4CCOCC4)cc3c2C#CCCO)cc1	2	12	-5	2	-10	4	-80	-2	20	3	-7
CCOc1cc(C)c(Cl)cc1S(=O)(=O)NC1CC(C)(C)NC(C)(C)C1	0	3	4	-1	-23	-3	0	4	-3	0	3
CCOC(=O)N1C/C(=C\c2ccccc2)C(=O)/C(=C/c2ccccc2)C1	74*	18	4	28	26	89*	-49	-10	-2	-140	0

Twelve of the compounds above, with two lines to a compound.
Each structure is followed by: TROY NFkB inh, TRAIL sens C8, SRC1 inh, COUP-TFII inh, NCOA3 inh, CF NFkB block, EBV LMP1 NFkB, KKLEB cytotox, NR5A2 inv ag, SRC2 inh, TWEAK Fn14 block
O=C(OCc1cn([C@H]2CN(C(=O)c3cccs3)[C@@H](c3ccc(Cl)cc3)C[C@@H]2O)nn1)c1ccccc1
→ 9, 8, -2, 5, -8, 9, -10, -16, 10, -13, 18
CCOc1ccccc1C(=O)Nc1cccc(-c2ccc3nncn3n2)c1
→ -6, 5, 8, -5, -13, -9, 12, 3, 7, 11, -13
COCCCNC(=O)C[C@H]1C[C@H](C(=O)N(C(C)C)C(C)C)[C@@]2(C)c3[nH]c4cc(CCC(=O)N(C)C)ccc4c3CCN2C1=O
→ 1, 14, -2, -10, -33, 13, -4, 3, 10, 17, 7
COc1ccc(C(=O)N2CCc3cc(OC)c(OC)cc3C2c2ccc(OC)c(OC)c2)cc1 (centres undefined)
→ -1, -5, -12, 1, 11, 7, 7, -15, 6, -13, -16
Cc1ccc(OCCn2c(CCNC(=O)C(C)C)nc3ccccc32)cc1
→ 5, -8, -3, -5, 1, -36, 0, -4, 8, -16, 12
O=C(NCCc1nc2ccccc2[nH]1)/C(=C/c1ccco1)NC(=O)c1ccccc1Br
→ -5, 8, -25, -3, -3, -7, 10, 6, 10, -1, 12
COc1ccc([N+](=O)[O-])cc1NC(=O)CSc1ncccn1
→ 5, -13, -2, 3, 14, 7, -2, -9, -6, 7, -13
Cc1c(Cl)cccc1NC(CC(=O)c1ccccc1)C(=O)O (centres undefined)
→ -49, -2, -9, -12, -5, 13, -12, -2, -7, -32, -13
Cc1ccccc1OCC(=O)Nc1cccc(Cl)c1C
→ -7, 1, -59, -5, -15, -9, 13, 4, -15, -4, -24
O=C(CSC1=NC2(CCCCCC2)N=C1c1ccccc1)Nc1ccc2c(c1)OCCO2
→ 15, 2, 19, -9, -2, -22, -8, -1, 47, -14, 28
C/C(=N\NC(=O)CSc1nc2nc(C)cc(C)n2n1)c1ccccc1
→ -12, -19, 3, -5, 1, 6, -6, 0, -14, 9, -14
COc1cc(C)c(CNc2cccc(C)c2)cc1C
→ -2, 7, -1, 10, 5, -2, 4, 7, 22, 10, 1
